rCAG binder – binds r(CAG) RNA repeats; inhibition, % at 3 µM; 370,000 tested, 1.3% active; r(CAG) RNA repeat, TO-PRO-1 dye displacement fluorescence;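 active = inhibition above the plate cutoff, the mean of all test compounds on that plate plus 3 SD, cut at about 35% in these data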;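 note: 0% = DMSO alone and 100% = 100 µM mitoxantrone as full dye displacement; higher means more dye released from RNA so lower well fluorescence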
ARFGAP1 inh – inhibits rat ARF GTPase activating protein 1 | Q62848 | Arfgap1-stimulated ARF1 GTP hydrolysis, GDP FP detection | inhibition, % at 16.5 µM | 360,000 tested, 0.26% active;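 active = inhibition above a per-plate limit, mean inhibition of low control wells plus 3 SD, cut at about 25% in these data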;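 note: 0% = DMSO wells with enzyme and 100% = wells lacking Arfgap1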
Target sequence (Q62848 1-136 limits assumed): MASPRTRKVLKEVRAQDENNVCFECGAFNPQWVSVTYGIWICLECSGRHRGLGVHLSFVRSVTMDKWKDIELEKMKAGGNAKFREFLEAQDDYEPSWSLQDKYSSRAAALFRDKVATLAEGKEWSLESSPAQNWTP
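Material: truncated rat Arfgap1 GAP domain; Incubation: compound-enzyme preincubation 20 min, reaction 120 min, detection 60 min, 25 °C; Read-out: percent inhibition of Arfgap1-stimulated GTP hydrolysis; Technique: FP, GDP Alexa 633 tracer displaced from anti-GDP antibody, 620/688 nm; Controls: No-Arfgap1 wells (100%) versus DMSO full-reaction wells (0%); Replication: single well per compound.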
mABHD4 FP – inhibits mouse alpha/beta hydrolase domain 4; Q8VD66; purified mABHD4, FP-Rh probe fluorescence polarization; inhibition, % at 8.92 µM; 370,000 tested, 0.54% active; AID 720543;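 active = inhibition exceeding the mean over every tested compound plus 3 SD, cut at about 30% in these data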;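 note: 0% = plate median of compound wells and 100% = S159A mutant with DMSO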
Target sequence (Q8VD66 whole entry, looked up, the tested form may be a part): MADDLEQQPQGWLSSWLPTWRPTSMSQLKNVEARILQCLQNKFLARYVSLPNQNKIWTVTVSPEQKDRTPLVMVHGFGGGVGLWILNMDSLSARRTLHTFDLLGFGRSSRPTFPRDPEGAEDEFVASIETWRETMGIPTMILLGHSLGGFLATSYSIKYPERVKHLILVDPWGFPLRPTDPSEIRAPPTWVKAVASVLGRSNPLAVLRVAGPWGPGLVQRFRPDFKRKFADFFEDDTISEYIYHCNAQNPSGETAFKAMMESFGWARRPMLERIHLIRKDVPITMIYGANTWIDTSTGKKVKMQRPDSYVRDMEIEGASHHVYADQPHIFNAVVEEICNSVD
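Assay system: wild-type mouse ABHD4 protein; compound: single nominal dose of 8.92 µM, 0.89% DMSO final; schedule: 45 min + 60 min at 25 °C; measured by: FP readout, ex 525 nm / em 598 nm; evaluation: % inhibition of FP-Rh probe binding versus controls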
PG9 Ab binder – small molecules binding HIV-1 gp120 antibody PG9; TR-FRET gp120-PG9 antibody binding; inhibition, % at 6.7 µM; 360,000 tested, 0.43% active; AID 624416; in the data active = inhibition above about 8.5%
NPR1 activator – GC-A (human) enzyme activation; P16066; HEK293 GC-A cells, cGMP TR-FRET, EC30 ANP; 0% at EC30 ANP, 100% saturating ANP; activation, % at 10 µM; 370,000 tested, 0.14% active; in the data active = activation above about 40%
SMARCA2 activ – activators of SMARCA2 function; activation, % at 9.1 µM; MG213 cells, MMTV-luciferase reporter, dexamethasone, overnight; 370,000 tested, 1% active; in the data active = activation above about 7.8%;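 note: 0% = vehicle wells and 100% = reference activator wells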
NR1D1 modulator – modulates human Rev-erb alpha binding to DNA; 370,000 tested, 0.79% active; AID 1259318; activity, % at 10 µM; Rev-erbα–FITC-DNA binding, fluorescence polarization, 90 min;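 active = activity above about 14%, limit read from the data; passing the limit was not always enough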;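 note: 0% = DMSO wells with 35 nM protein and 100% = DMSO wells with 750 nM protein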
NPR2 activator – GC-B (human) receptor activation | activation, % at 10 µM | 370,000 tested, 0.11% active | HEK293-GC-B cells, CNP EC30, cGMP TR-FRET; 0% at EC30 CNP, 100% saturating CNP;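 active = activation at 10 µM reaching about 35% in either raw or pattern-adjusted values, limit read from the data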
ASAP1 inh – blocks human ASAP1-stimulated Arf1 GTP hydrolysis; inhibition, % at 16.5 µM; Q9ULH1; GDP FP detection; 360,000 tested, 0.19% active; in the data active = inhibition above about 25%;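 note: 0% = vehicle with enzyme and substrate and 100% = no enzyme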
Target sequence (Q9ULH1 325-724 limits assumed): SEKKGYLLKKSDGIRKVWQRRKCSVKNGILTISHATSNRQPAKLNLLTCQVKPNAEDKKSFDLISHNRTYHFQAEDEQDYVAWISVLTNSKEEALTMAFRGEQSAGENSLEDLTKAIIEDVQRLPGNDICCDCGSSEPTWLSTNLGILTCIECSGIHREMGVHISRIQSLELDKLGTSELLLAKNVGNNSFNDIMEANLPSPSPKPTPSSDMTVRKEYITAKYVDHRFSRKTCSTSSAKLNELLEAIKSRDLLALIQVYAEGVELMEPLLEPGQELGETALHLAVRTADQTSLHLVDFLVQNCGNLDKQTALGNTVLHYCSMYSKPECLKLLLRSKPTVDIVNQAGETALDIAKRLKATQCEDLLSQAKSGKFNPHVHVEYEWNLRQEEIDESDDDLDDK
HTRA1 inh – blocks human HTRA1 serine peptidase; Q92743; recombinant HTRA1, FP-rhodamine activity-based probe, fluorescence polarization; inhibition, % at 5.96 µM; 340,000 tested, 0.5% active; AID 504803; in the data active = inhibition above about 36%;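 note: 0% = enzyme with DMSO and 100% = wells lacking enzyme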
An asterisk follows results filed as active; / = no result given.

The line under a structure holds: NPR1 activator	PG9 Ab binder	NR1D1 modulator	SMARCA2 activ	NPR2 activator	ARFGAP1 inh	ASAP1 inh	mABHD4 FP	rCAG binder	HTRA1 inh
O=C(Nc1cc(S(=O)(=O)N2CCOCC2)ccc1O)c1ccco1
→ 0	-1.2	3	-2	5	-3	10	0	-3	6
O=C(Nc1nc(N2C(=O)c3ccccc3C2=O)n(-c2ccccc2)n1)c1ccc(F)cc1
→ 1	-1.4	-8	-4	-1	-13	-3	10	2	12
O=C(NC(=S)Nc1nc(-c2ccccc2)cs1)c1cncc(Br)c1
→ 5	-1.8	4	1	4	-10	-1	4	3	-7
O=C(NC1CCN(Cc2ccc(Cl)cc2)CC1)c1cn(-c2ccccc2)nc1-c1cccnc1
→ -7	-0.5	-5	1	-5	7	5	-3	2	-25
COc1ccc([C@@H]2[C@@H]3C(=O)N(C(C)(C)C)C(=O)[C@@H]3[C@]3(C)C(=O)N(c4cccc(C)c4)C(=O)N23)cc1
→ 2	1.7	-3	2	3	0	3	8	-3	-81
CCCS(=O)(=O)N1CCCC(C(=O)Oc2ccc(OC)cc2)C1 (centres undefined)
→ 0	1.3	-5	0	-5	5	-5	-4	-5	4
CC(=O)c1ccc(NC(=O)Cn2nc(C)c([N+](=O)[O-])c2C)cc1
→ 0	0.7	1	1	-4	-3	8	0	-3	0
O=S(c1ccsc1)c1ccsc1
→ 2	0.6	3	0	4	1	7	1	3	3
Cc1oc(-c2ccc(Cl)cc2)cc1C(=O)N1CCC1(C)C(=O)O (centres undefined)
→ 3	-0.1	4	3	1	-3	8	-4	4	/
CC(C)CNS(=O)(=O)/C=C/c1ccccc1CNC(=O)OC(C)(C)C
→ 1	/	-1	-1	-1	/	/	-9	0	/
CC1CC1C(=O)N1CCN(S(=O)(=O)c2cccc(F)c2)CC1 (centres undefined)
→ 0	-2.0	0	-2	3	-2	3	-5	-9	-1
COC(=O)c1csc2c(C(F)(F)F)cc(N3CCN(C(=O)Nc4ccccc4)CC3)nc12
→ 0	0.1	13	-1	-2	5	7	-3	-1	1
Cn1c(C(=O)N2CCN(c3ccc(Cl)cc3)CC2)cc2c(=O)[nH]c3ccccc3c21
→ 1	3.0	-3	3	6	14	-9	10	4	-31
O=C(COc1ccc2c(c1)CCC2)NCc1ccccc1
→ 4	0.8	4	0	0	-7	-5	-3	-7	-18
Cc1csc(NC(=O)CSc2nc(C)cs2)n1
→ 0	2.4	-6	2	-9	-15	-3	4	-2	3

The list continues:
The line under a structure holds: NPR1 activator	PG9 Ab binder	NR1D1 modulator	SMARCA2 activ	NPR2 activator	ARFGAP1 inh	ASAP1 inh	mABHD4 FP	rCAG binder	HTRA1 inh
CC(=O)c1ccc(NC2OC(C)C(O)C(O)C2O)cc1 (centres undefined)
→ 5	-1.3	1	-6	2	-6	-7	3	8	2
CN=C1S/C(=C\c2cccc(Cl)c2Cl)C(=O)N1C
→ -2	-1.6	-8	-1	1	4	5	5	0	/
CCN(CC)C(=O)COc1ccc(S(=O)(=O)N2CCOCC2)cc1
→ -1	-0.3	-4	-2	8	10	8	3	3	7
CCOc1cc(CNCc2cccnc2)ccc1OCC(=O)NC(C)(C)C
→ 1	2.6	-1	-5	1	0	22	5	-4	1
Cc1ccccc1C(=O)Nc1nnc(-c2ccc(C(C)(C)C)cc2)s1
→ 0	1.8	17	4	-7	-2	10	-1	0	-9
CCN1CCN(C(=O)c2ccc(OCC(=O)Nc3ccc(F)cc3)c(OC)c2)CC1
→ 1	1.9	4	-1	5	8	-3	2	-6	0
CCc1ccc(N(C(=O)c2csnn2)C(C(=O)NC(C)(C)C)c2ccccn2)cc1 (centres undefined)
→ -31	-1.0	0	2	-14	-1	-4	0	-5	-16
Cc1cc2cc(C=O)c(Cl)nc2cc1C
→ -27	1.4	3	2	-17	1	-6	3	5	-13
CC(C)c1cccc(-c2csc(C(C)(O)c3ccccc3)n2)c1 (centres undefined)
→ 5	1.2	12	-2	3	4	-7	-31	1	/
CC(=O)Nc1ccc(C(=O)N(C)C(C(=O)Nc2ccc(C)cc2)c2ccccn2)cc1 (centres undefined)
→ -1	-2.3	5	-4	1	1	-9	4	-3	2
CC(=O)C(c1ccccc1)C(c1ccccc1)C(C)[N+](=O)[O-] (centres undefined)
→ -7	1.1	-5	-1	-1	-2	1	6	-4	3
Cc1noc(C)c1COc1ccc(C(=O)OCC(=O)Nc2ccc(C(=O)N(C)C)cc2)cc1
→ 1	3.2	0	-2	5	0	-6	-3	-6	-10
Cc1ccc(S(=O)(=O)c2ccc(Oc3cccc(C)c3)cc2)cc1
→ -9	2.6	3	-4	4	-8	-8	-7	-2	-42
O=C(CCC1CCCCC1)NCc1ccc(F)cc1
→ 0	-0.4	-2	-1	2	-3	-10	5	-6	10
Cc1ccc(NS(=O)(=O)c2cccc(C(=O)n3ncc(C#N)c3N)c2)c(C)c1
→ /	-0.1	/	-5	/	0	3	-3	8	-6

Continuation.
The line under a structure holds: NPR1 activator	PG9 Ab binder	NR1D1 modulator	SMARCA2 activ	NPR2 activator	ARFGAP1 inh	ASAP1 inh	mABHD4 FP	rCAG binder	HTRA1 inh
CCOc1ccc(CCN2C(=S)N([C@@H](Cc3ccc(O)cc3)CN3CCC[C@@H]3CN3C(=S)NC[C@@H]3Cc3ccccc3)C[C@@H]2CC(C)C)cc1
→ 1	-1.6	-5	1	-7	4	-17	-14	15	/
C=CCOc1ccc(CNc2ccc3[nH]c(=O)[nH]c3c2)cc1
→ -5	-1.8	-1	-3	-10	8	-11	8	3	5
COc1ccc(NC(=O)Nc2ccc3nccnc3c2)cc1
→ 2	-0.8	5	7.9*	1	11	3	1	4	4
COC(=O)c1ccc(C(C(=O)NC2CCCCC2)N(CCc2ccccc2)C(=O)Cc2cccs2)cc1 (centres undefined)
→ -4	-0.9	4	1	3	-4	-13	2	0	-1
CC(C)[C@H](NC(=O)c1ccccc1)C(=O)OCC(=O)c1ccc(S(=O)(=O)N2CCCCC2)cc1
→ 1	-3.5	1	1	-2	2	-5	-3	7	-17
O=[N+]([O-])c1ccc(O)c(C=Nc2ccc3nc(-c4ccccc4)[nH]c3c2)c1
→ -3	-5.1	3	3	-9	11	5	22	11	8
CCn1c(SCC(=O)Nc2ccc(S(N)(=O)=O)cc2)nnc1-c1cccc(OC)c1
→ 4	-1.1	-1	1	1	5	-2	-4	1	-7
COc1ccc(OC)c2c1C(=O)CC2C (centres undefined)
→ 3	-0.1	-9	5	3	0	5	-3	0	12
Cc1ccc(C)c(NS(=O)(=O)c2ccc3[nH]c(=O)oc3c2)c1
→ -4	-2.7	-5	0	0	4	-7	-1	4	3
Cc1ccc2nc(C)c(C(=O)NN=C3CCN(C)CC3)n2c1
→ -2	-2.5	4	1	1	-7	-6	12	-2	-1
C=C1[C@H](C)CN(S(=O)(=O)C(C)(C)C)[C@H]1CCO
→ 2	-0.2	9	-5	0	1	-2	2	1	-3
CCOc1ccc(C(C(=O)NC(C)(C)C)N(CCOC)C(=O)CCC(=O)Nc2nccs2)cc1 (centres undefined)
→ 4	-1.5	5	-2	1	-9	1	-1	-5	-4
COc1ccc(OCCOc2ccc(S(=O)(=O)N3CCCC3)cc2[N+](=O)[O-])cc1
→ -2	-0.4	-1	0	-4	4	-6	-4	6	-10
Cc1ccc(-c2cc(-c3ccccc3)no2)c(O)c1
→ 6	-1.6	2	4	3	19	3	3	2	-14
COc1cccc(CN2CCN(C(=S)NCc3ccc(Cl)cc3)CC2)c1
→ 0	-2.1	2	1	0	9	10	-7	-6	-24

Record cards (already shown). Order of screens: NPR1 activator | PG9 Ab binder | NR1D1 modulator | SMARCA2 activ | NPR2 activator | ARFGAP1 inh | ASAP1 inh | mABHD4 FP | rCAG binder | HTRA1 inh
Results for `CCOc1ccc(C(C(=O)NC(C)(C)C)N(CCOC)C(=O)CCC(=O)Nc2nccs2)cc1` (centres undefined) = 4 | -1.5 | 5 | -2 | 1 | -9 | 1 | -1 | -5 | -4
Results for `C=C1[C@H](C)CN(S(=O)(=O)C(C)(C)C)[C@H]1CCO` = 2 | -0.2 | 9 | -5 | 0 | 1 | -2 | 2 | 1 | -3

Next part
The line under a structure holds: NPR1 activator	PG9 Ab binder	NR1D1 modulator	SMARCA2 activ	NPR2 activator	ARFGAP1 inh	ASAP1 inh	mABHD4 FP	rCAG binder	HTRA1 inh
Oc1cccc(C(O)CNCc2ccc(-c3ccccc3)cc2)c1 (centres undefined)
→ -5	-1.6	2	-5	-7	5	14	-8	-1	-6
COc1ccc(NC(=O)c2cccc3ccccc23)cc1
→ -4	-2.4	-2	2	3	-12	16	-11	3	-4
COc1ccc(-n2c(SCC(=O)Nc3cc(C)c(NC(=O)c4ccccc4)cc3OC)nnc2-c2ccccc2F)cc1
→ -3	/	-3	-2	0	/	/	-4	13	/
CN(C)Cc1csc(NC(=O)Nc2ccccc2Cc2ccccc2)n1
→ -1	-1.4	10	2	-4	-1	-4	-2	5	/
COc1ccc(N2C(=O)CC(NCC#N)C2=O)cc1 (centres undefined)
→ 2	-0.7	1	-2	-1	-8	0	0	-1	4
COc1ccc(COCC(O)CN(Cc2ccccc2)C(C)C)cc1OC (centres undefined)
→ 0	-1.0	-3	4	6	24	8	-2	-9	0
CC1CN(CCCCOc2cccc(Oc3ccccc3)c2)CC(C)O1 (centres undefined)
→ 0	1.4	-2	-3	-4	4	-8	4	-9	0
COC(=O)c1ccc(COC(=O)CNC(=O)c2ccc(-c3ccccc3)cc2)cc1
→ 4	-2.7	1	-1	3	-1	-10	-5	6	-11
CCc1ccc(NC(=O)C2C3C=CC(C4CC34)C2C(=O)O)cc1 (centres undefined)
→ 2	-3.0	4	0	-2	3	-6	2	-3	0
Cc1ccc(O)c(NC(=O)c2cc(C)no2)c1
→ -3	-2.1	4	7	-2	8	9	-6	-2	9
CCOC(=O)C1CCN(C(=O)C(C)c2ccc([N+](=O)[O-])cc2)CC1 (centres undefined)
→ 0	-3.5	-1	1	-1	3	13	-2	-4	0
O=C(NC(=S)Nc1ccc2c(c1)OCCO2)c1cccc(Br)c1
→ -4	-0.9	1	2	-3	16	-9	-15	3	-34

High-throughput results from PubChem BioAssay.
